SENP7 inh – inhibitors of human SENP7 protease; recombinant SENP7, Z-RLRGG-aminoluciferin luminescence, 40 min; inhibition, % at 5 µM; 330,000 compounds, 1.5% hits; AID 434973;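 active = inhibition above about 50% at the single test dose, limit read from the data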;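 also: plate controls were DMSO with enzyme for no effect and no enzyme buffer wells for full effect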
Target sequence (Q9BQF6 706-1050 limits assumed): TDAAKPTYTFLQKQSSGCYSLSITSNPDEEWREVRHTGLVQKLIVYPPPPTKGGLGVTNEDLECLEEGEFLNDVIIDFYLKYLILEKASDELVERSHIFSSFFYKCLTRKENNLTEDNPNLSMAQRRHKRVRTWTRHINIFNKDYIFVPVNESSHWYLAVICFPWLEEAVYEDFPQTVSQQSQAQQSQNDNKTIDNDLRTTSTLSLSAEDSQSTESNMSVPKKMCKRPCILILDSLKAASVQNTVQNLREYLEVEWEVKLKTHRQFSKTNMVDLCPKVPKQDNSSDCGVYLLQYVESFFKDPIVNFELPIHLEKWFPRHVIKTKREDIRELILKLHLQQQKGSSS
Jurkat NFkB inh – lowers PMA/ionomycin-induced NF-kB signal in Jurkat cells | PMA/ionomycin-induced NF-kB luciferase reporter, luminescence | inhibition, % at 4 µM | 330,000 compounds, 0.53% hits | AID 435003
Gli-Sufu block – blocks Gli-Sufu signaling in a luciferase reporter; Sufu-KO-LIGHT fibroblasts, Gli luciferase reporter luminescence; inhibition, % at 5 µM; 340,000 compounds, 0.74% hits;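 active = inhibition above about 55%, limit read from the data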;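 also: 0% = DMSO-treated cells and 100% = wells with medium but no cells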
SENP8 inh – SENP8 protease inhibition | purified SENP8, Z-RLRGG-aminoluciferin cleavage, luminescence | inhibition, % at 10 µM | 330,000 compounds, 1.2% hits | AID 2540
Target sequence (Q96LD8 whole entry, looked up): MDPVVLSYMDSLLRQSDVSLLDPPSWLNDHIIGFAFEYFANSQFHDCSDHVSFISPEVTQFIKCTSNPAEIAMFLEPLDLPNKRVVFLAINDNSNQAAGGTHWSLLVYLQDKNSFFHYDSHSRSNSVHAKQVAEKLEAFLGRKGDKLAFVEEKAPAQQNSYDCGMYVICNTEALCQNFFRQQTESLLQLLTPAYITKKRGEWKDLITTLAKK
697 NFkB inh – inhibitors of the PMA/ionomycin-induced NF-kB reporter in 697 B cells; 330,000 compounds, 0.33% hits; 697 B-cell NF-kB luciferase reporter, 16 h; inhibition, % at 4 µM; in the data active = inhibition above about 35%
HKDC1 inhibitor – blocks human hexokinase HKDC1 activity; recombinant HKDC1, G6PDH/diaphorase resazurin coupled fluorescence; Q2TB90; inhibition, % at 20 µM; 340,000 compounds, 0.16% hits;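 active = inhibition above about 35% when tested at 20 µM, limit read from the data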;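 also: plate controls were DMSO wells with enzyme for no effect and DMSO wells lacking enzyme for full effect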
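System: Recombinant HKDC1 hexokinase | Amount: HKDC1 at 5 µg/mL | Reagent: Glucose with 1 mM ATP | Doses: Single 20 µM dose | Incubation: Reaction time 90 min, room temperature, protected from light | Signal: Coupled resazurin fluorescence, excitation 525 nm, emission 613 nm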
UBC13 inh – inhibitors of human UBC13 polyubiquitin chain formation; P61088; inhibition, % at 20 µM; 330,000 compounds, 0.47% hits; TR-FRET; in the data active = inhibition above about 45%, passing the limit was not always enough; inconclusive = no clear call, values can overlap the other calls
Target sequence (P61088 whole entry, looked up): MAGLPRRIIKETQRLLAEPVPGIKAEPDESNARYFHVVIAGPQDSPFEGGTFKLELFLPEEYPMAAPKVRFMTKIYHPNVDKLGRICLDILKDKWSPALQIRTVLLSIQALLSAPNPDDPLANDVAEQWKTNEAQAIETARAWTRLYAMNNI
Apaf-1 inh – blocks human Apaf-1 apoptosome activity. O14727. reconstituted apoptosome caspase-3 activity, DEVD-Rh110 fluorescence. 330,000 compounds, 0.71% hits. inhibition, % at 20 µM; active = inhibition of at least 40% at 20 µM;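 also: plate controls were DMSO wells for no effect and DEVD-CHO caspase inhibitor wells for full effect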
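detection = Rh110 fluorescence intensity | test system = biochemical Apaf-1 apoptosome reconstitution | also added = cytochrome c and DEVD-Rh110 substrate | schedule = 30 min plus 50 min, RT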
* hit, by the source's call; ? = inconclusive. Rule as the data show it, unless noted: active = inhibition above about 50%; inactive = the rest.

SMILES,SENP7 inh,Jurkat NFkB inh,Gli-Sufu block,SENP8 inh,697 NFkB inh,HKDC1 inhibitor,UBC13 inh,Apaf-1 inh
O=C(O)c1cc2c(cc1NC(=O)c1c(F)cccc1Cl)OCCCO2,5,17,-9,3,3,-3,-6,27
COc1ccc(-c2nsc(SCC(=O)Nc3ccc4c(c3)OCO4)n2)cc1,-4,-41,2,3,-10,-15,2,4
Cc1ccc2nc(-c3ccc(NC(=O)CN(c4ccccc4C)S(C)(=O)=O)cc3)sc2c1,4,-140,-106,13,-170,-2,-6,9
O=C(c1ccc(-n2cncn2)c([N+](=O)[O-])c1)N1CCN(S(=O)(=O)c2ccc(F)c(F)c2)CC1,7,-1,-4,1,12,-4,0,5
CCn1c(C)nc2cc(C(=O)N/N=C/c3ccccc3)ccc21,-2,-38,-52,8,-79,-10,0,-2
CC(=O)Nc1ccc(OC/C=C(\C)Cl)cc1,6,-4,-15,-7,-6,-9,4,-9
NC(=O)c1ccc(NC(=O)CN2CCN(C(=O)c3ccco3)CC2)cc1,-3,-3,-6,3,8,-7,-2,-15
CC(=O)Nc1ccc(C(=O)OC2CCOC2=O)cc1 (centres undefined),-11,3,3,-2,2,2,6,-2
CC1(c2nnc(-c3ccccc3)o2)CC(c2cccnc2)=NO1 (centres undefined),-14,-14,-1,-6,5,-5,5,-2
CCc1cc2cc(C)cc(C)c2[nH]c1=S,4,6,-3,-2,6,-2,-6,-1
COC(=O)CSc1c(-c2ccccc2)c2cc(Cl)ccc2[nH]c1=O,-1,15,3,-8,1,5,10,25
CCN(CC)S(=O)(=O)c1ccc(C(=O)NCc2nnc(SCC(=O)OC)n2C)cc1,-2,16,0,-3,24,1,-2,-20
Cc1cc(Cl)ccc1OC(C)C(=O)OCC(=O)Nc1ccc2[nH]c(=O)[nH]c2c1 (centres undefined),6,3,5,-17,18,2,-2,7
CCOC(=O)CNc1ccc(C(=O)OCC)cc1[N+](=O)[O-],1,-7,0,-2,-12,-8,-11,-25
Cc1cc(Nc2ccc(F)cc2F)n2nc(C)nc2n1,-6,-21,9,-5,-17,-2,-11,5
C=CCOc1ccc(/C=N/Nc2ccccn2)cc1OC,15,-116,-33,-6,-76,-4,-19,-11
COc1cccc(Nc2nc(C)cc(C)c2C#N)c1,0,-4,-9,-7,-11,-2,21,9
Cc1[nH]c(=O)[nH]c(=O)c1S(=O)(=O)Nc1ccc(Br)cc1F,5,5,2,-1,0,-4,5,-1
CN(C)c1oc(-c2ccccc2[N+](=O)[O-])nc1C#N,11,15,-1,-1,-6,13,-4,1
Cc1cc(NC(=O)C(C)Oc2ccccc2)no1 (centres undefined),2,-5,2,5,10,-3,1,-1
CN1C(=O)C(CC(=O)N2CCN(C(c3ccccc3)c3ccccc3)CC2)N(C)C1=O (centres undefined),3,-3,5,-4,9,2,-4,-3
Cc1cc(C(=O)NN)n[nH]1,-2,5,6,1,11,-1,7,-27
Cc1ccc(S(=O)(=O)NCC(=O)OCC(=O)N2CC(=O)Nc3ccccc32)cc1,-10,-9,3,-6,5,-2,-16,-4
COC1CC(C)NC(=S)N1 (centres undefined),7,16,-3,6,10,-4,8,-13
O=C1C2CCCN2C(=S)N1c1ccccc1 (centres undefined),0,-14,1,0,11,-6,6,0
COCCNC(=O)C1CC(c2cccc(F)c2)=NO1 (centres undefined),3,4,-14,11,14,-5,1,-2
CCOC(=O)C1=C(C)n2c(s/c(=C3\C(=O)Nc4ccccc43)c2=O)=NC1c1ccc(OC)cc1 (centres undefined),-6,2,0,2,-1,-2,-75,27
COc1ccc(CNC(=O)CN(C(=O)CCC(=O)Nc2nccs2)c2ccc(C)cc2)cc1,-4,-3,8,-4,-8,-1,-4,16
COc1ccc(/C=N\NC(=O)CC(=O)Nc2cccc(Cl)c2)cc1OC,3,-9,25,-1,13,-1,-3,-4
CC(C)(CO)CNC(=O)CCc1nnc(C2(c3ccc(Cl)cc3)CCC2)o1,5,2,2,-4,2,-10,5,-18
COC(=O)Nc1ccc(OCC(=O)N2CCOCC2)cc1,6,7,2,-2,-1,-17,-5,12
Cc1ccc(-n2nc(C)c(C3(O)C(=O)N(C)c4ccccc43)c2N)cc1 (centres undefined),-23,-8,14,-8,-5,-4,5,-19
Cc1ccccc1OCCSc1nc2ncnc(N)c2[nH]1,3,1,7,-5,6,-1,30,-12
COc1ccccc1NC(=O)C(C)OC(=O)CSCC(=O)Nc1cc(C)on1 (centres undefined),5,1,1,3,24,-3,18,-12
Cn1cc(CNC(=O)c2cc(-c3ccc(Br)cc3)nc3ccccc23)cn1,3,2,-21,-4,10,-4,2,1
Cc1ccc(C2=N/C(=C\c3ccc(OS(=O)(=O)c4ccc(C)cc4)cc3)C(=O)O2)cc1,-8,-6,-12,-6,14,12,-7,24
O=C(CN1C(=O)NC2(CCCCC2)C1=O)Nc1ccccc1N1CCCCC1,-6,-9,-8,-6,14,-1,-3,6
Cc1ccc(-n2cc(CNC(C)Cn3cncn3)c(-c3ccc(F)cc3)n2)cc1 (centres undefined),1,-5,9,1,9,-5,-4,-4
COc1cccc(/C=C/C(=O)OCC(=O)Nc2ccc(S(=O)(=O)N3CCCC3)cc2)c1,-13,-17,0,-11,-6,-5,6,5
CCOCCn1c(SCc2ccccc2)nc2c1c(=O)[nH]c(=O)n2C,-10,-9,-6,-11,-23,-2,6,10

Record cards (already shown). Order of screens: SENP7 inh	Jurkat NFkB inh	Gli-Sufu block	SENP8 inh	697 NFkB inh	HKDC1 inhibitor	UBC13 inh	Apaf-1 inh
Listed for Cc1cc(C(=O)NN)n[nH]1 : -2	5	6	1	11	-1	7	-27
Listed for COc1ccc(CNC(=O)CN(C(=O)CCC(=O)Nc2nccs2)c2ccc(C)cc2)cc1 : -4	-3	8	-4	-8	-1	-4	16

Limited to Gli-Sufu block, for some of the entries so far:
SMILES	Gli-Sufu block
Cn1cc(CNC(=O)c2cc(-c3ccc(Br)cc3)nc3ccccc23)cn1	-21
Cc1ccc(C2=N/C(=C\c3ccc(OS(=O)(=O)c4ccc(C)cc4)cc3)C(=O)O2)cc1	-12
O=C(CN1C(=O)NC2(CCCCC2)C1=O)Nc1ccccc1N1CCCCC1	-8

Following part.
SMILES,SENP7 inh,Jurkat NFkB inh,Gli-Sufu block,SENP8 inh,697 NFkB inh,HKDC1 inhibitor,UBC13 inh,Apaf-1 inh
O=C(c1ccccc1)c1ccc(-n2cnnc2)c([N+](=O)[O-])c1,2,-8,-8,6,-4,4,5,6
C=CCN(c1ccccc1)S(=O)(=O)c1cccc(C(=O)N2CC(C)CC(C)C2)c1 (centres undefined),-5,22,0,-3,-56,4,11,11
COC(=O)[C@@H](Cc1c[nH]c2ccccc12)NC(=O)c1ccc2c(c1)OCO2,65*,-90,17,53*,-106,-1,3,-4
COc1ccc(/C=C/C(=O)N(C)C2CCCCC2)cc1Br,2,-38,-22,-11,-30,6,-8,4
COc1ccc(C2CC(c3ccc(F)cc3)=NN2c2ccccc2)cc1OC (centres undefined),19,-20,12,17,-14,1,2,11
CN(c1ccccc1)S(=O)(=O)c1cccc(NC(=O)CCNC(=O)c2ccc([N+](=O)[O-])cc2)c1,3,1,5,10,16,-1,7,7
Cc1nc2sc(C(c3ccc(C(C)C)cc3)N3CCN(CCO)CC3)c(O)n2n1 (centres undefined),2,4,-4,-1,11,-3,14,1
CCOC(=O)N1CCN(Cc2nc(-c3cccc(Cl)c3)no2)CC1,-3,-3,20,-10,-1,-4,-4,1
O=C(CCN1C(=O)c2ccccc2S1(=O)=O)NCc1ccco1,3,0,10,2,6,-12,4,-28
CC(=O)NN1C(=O)c2ccccc2NC1c1ccc([N+](=O)[O-])o1 (centres undefined),12,0,-7,14,27,8,-4,-33
O=c1[nH]c2ccc(NC(=S)Nc3ccc(Cl)cc3)cc2[nH]1,-4,-26,-10,-5,-28,3,-11,3
O=C(CSc1nnc(NC(=O)c2ccccc2Cl)s1)NC1CC1,-8,-2,10,-12,1,-5,-5,5
O=C(NC(CO)c1ccccc1)c1ccco1 (centres undefined),-1,-3,3,16,1,-5,0,2
Cc1ccccc1N=C1NC(=O)/C(=C/c2cccn2-c2cccc(C(=O)O)c2)S1,-1,-8,-10,-14,-10,14,-8,12
CCOc1ccccc1N1CCN(C(=O)c2ccc(Cl)c(S(=O)(=O)N3CCCCC3)c2)CC1,-4,12,4,7,-31,-2,0,25
O=C(OCn1nnc2ccccc2c1=O)c1ccc2ncsc2c1,1,3,-11,1,-38,-1,-4,7
CCOC(=O)N1CCC(NC(=O)c2cc3sccc3n2CC)CC1,-5,-4,-2,-3,-1,-4,15,-8
CCN(CC)C(=O)CSc1nnc2c3ccccc3n(C)c2n1,-2,-1,2,-3,-2,0,-8,-15
COc1cc2c(cc1OC)CN(Cc1ccc(F)cc1)CC2,-1,4,-22,0,6,-3,16,0
C=CCN(C(=O)c1csnn1)C(C(=O)NC(C)(C)C)c1ccncc1 (centres undefined),10,16,-2,-2,9,-6,1,-9
Cc1cc(C(=O)Cn2nc(C(=O)O)c3ccccc3c2=O)c(C)n1CCc1ccc(F)cc1,5,-7,9,3,-10,6,0,14
CCC1Oc2ccc(C)cc2N(CC(=O)NCC2CCCO2)C1=O (centres undefined),12,-1,13,1,16,-5,-3,6
CCN1CCC(CNCc2cn(-c3ccc(OC)cc3)nc2-c2ccccc2Cl)C1 (centres undefined),-8,-3,15,-7,7,-12,26,9
S=C1NCN(Cc2ccccc2)CN1C1CCCCC1,4,17,-4,-2,6,-10,5,-8
Cc1cc(-c2nnc(SCC(=O)Nc3nc(-c4ccccc4)cs3)o2)no1,2,13,-12,13,-4,-7,-8,-4
CN1CCN(S(=O)(=O)c2cccc(C(=O)Oc3cccc(C#N)c3)c2)CC1,-6,20,-5,-10,-1,-1,3,-14
Cc1cc(SCCC(=O)O)nc2c(C)cccc12,5,-7,9,6,4,1,?,3
Cc1ccccc1OCC(=O)Nc1ccc(Cc2ccncc2)cc1,-3,13,-3,1,3,-10,-2,15
CCCCCc1c(C)nc(N2CCOCC2)[nH]c1=O,5,15,30,4,-1,-7,5,0
CCOc1ccc(NS(=O)(=O)c2ccc(N)cc2)cc1,0,3,-4,-6,-2,0,4,5
CC1(C)CC(=O)C=C(NCCN2CCN(C(=O)Nc3ccccc3)CC2)C1,0,-1,-18,8,11,-5,1,-13
Cn1c(=O)c2[nH]c(N3CCN(c4ccccc4)CC3)nc2n(C)c1=O,-6,9,-23,-4,13,-21,6,-6
COc1ccc(OCCOc2ccc(S(=O)(=O)N3CCCC3)cc2[N+](=O)[O-])cc1,3,1,0,0,27,1,4,-4
COCCN1C(=O)C(=O)/C(=C(/O)c2ccc(S(=O)(=O)N3CCOCC3)cc2)C1c1cccc(O)c1 (centres undefined),10,7,-1,0,18,-7,-3,-9
O=C(NC(Cc1ccccc1)C(=O)NCc1ccccn1)c1ccco1 (centres undefined),6,15,4,-5,14,-1,5,-187
O=S1(=O)N=C(N2CCCc3ccccc32)c2ccccc21,-4,-6,-8,-5,8,3,-8,4
COc1ccc(C2=NO[C@@H]3C(=O)N(c4ccc(C)cc4C)C(=O)[C@H]23)cc1OC,-1,-8,0,-8,6,-2,4,9
CCCCNc1nc(=S)n(-c2ccccc2)c(C)c1C(C)=O,3,-2,7,1,-16,9,-4,4
O/N=C(/c1ccc(Cl)cc1)C1CC1c1ccccc1 (centres undefined),-6,-21,-1,-7,-29,-1,0,8
COCCCNc1nc(N)c([N+](=O)[O-])c(N2CCCCCC2)n1,13,-3,2,7,-3,-4,5,5

From PubChem BioAssay
